# Screening data deposited in PubChem BioAssay by several laboratories.
# Avidin bead fluor: avidin bead compound fluorescence profile; Avidin beads, compound fluorescence 488/530 nm, flow cytometry; active compounds read high; fluorescence (KMESF) at 10 µM; AID 1775; 220,000 tested, 0.38% active; in the data active means fluorescence above about 47; further: inactives centre near 10
# RGS4-Gao reg: human RGS4-Galphao interaction regulation; P09471; Multiplexed bead flow cytometry, RGS4-Galphao binding; actives lie on both sides; AID 1415; binding response (% of control), % at 10 µM; 220,000 tested, 0.33% active; in the data active means binding response below about 49% or above about 150%; inactive means in between;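 further: fluorescent Galphao activated with aluminum fluoride binding bead-coupled RGS4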
# RGS7-Gao reg: human RGS7-Galphao interaction regulation | P09471 | 220,000 tested, 0.35% active | binding response (% of control), % at 10 µM | AID 1439 | Multiplexed bead flow cytometry, RGS7-Galphao binding; actives lie on both sides; in the data active means binding response below about 49% or above about 150%; inconclusive means no clear call, values can overlap the other calls; inactive means in between;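 further: fluorescent Galphao held in activated GDP-AlF4 state binding bead-coupled RGS7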
# Pf gamet viab: inhibitors of late stage P. falciparum gametocyte viability; inhibition, % at 10.9 µM; P. falciparum stage V gametocytes, ATP luminescence, 24 h; 150,000 tested, 0.065% active; AID 743093;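 active means inhibition above the mean plus 3 SD of compounds within the control limits, set per campaign, cut at about 38% in these data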;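 further: 0% = DMSO wells and 100% = medium only without gametocytes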
# Mcl1-Bid inh: disrupts binding of human Mcl-1 to Bid peptide; Q07820; TR-FRET Mcl-1/Bid-Dy647 peptide binding, 1536-well; inhibition, % at 21.7 µM; 220,000 tested, 0.97% active; AID 1021;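 active means compounds that cut the binding signal by more than half at the single screening dose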;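 further: His-tagged Mcl-1 with europium anti-His antibody binding Bid BH3 peptide; 0% = Mcl-1 plus peptide wells and 100% = peptide-only wells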
# Target sequence (Q07820 whole entry, looked up): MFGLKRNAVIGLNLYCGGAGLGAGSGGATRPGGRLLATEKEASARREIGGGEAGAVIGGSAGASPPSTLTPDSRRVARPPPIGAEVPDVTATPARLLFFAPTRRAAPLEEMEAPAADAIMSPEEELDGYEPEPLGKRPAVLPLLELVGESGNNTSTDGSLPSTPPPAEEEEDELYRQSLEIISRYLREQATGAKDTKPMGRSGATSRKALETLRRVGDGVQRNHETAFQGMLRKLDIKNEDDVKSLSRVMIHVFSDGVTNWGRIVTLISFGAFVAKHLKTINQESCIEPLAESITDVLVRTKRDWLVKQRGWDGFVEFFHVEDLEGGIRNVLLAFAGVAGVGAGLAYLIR
# ABCG2 inh: blocks JC-1 efflux by human ABCG2 transporter; IgMXP3 cells, flow cytometry; inhibition, % at 6.6 µM; 190,000 tested, 0.1% active; AID 1325;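 active means inhibition above 80%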;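 further: 0% = DMSO and 100% = nicardipine control wells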
# Target sequence (Q9UNQ0 whole entry, looked up): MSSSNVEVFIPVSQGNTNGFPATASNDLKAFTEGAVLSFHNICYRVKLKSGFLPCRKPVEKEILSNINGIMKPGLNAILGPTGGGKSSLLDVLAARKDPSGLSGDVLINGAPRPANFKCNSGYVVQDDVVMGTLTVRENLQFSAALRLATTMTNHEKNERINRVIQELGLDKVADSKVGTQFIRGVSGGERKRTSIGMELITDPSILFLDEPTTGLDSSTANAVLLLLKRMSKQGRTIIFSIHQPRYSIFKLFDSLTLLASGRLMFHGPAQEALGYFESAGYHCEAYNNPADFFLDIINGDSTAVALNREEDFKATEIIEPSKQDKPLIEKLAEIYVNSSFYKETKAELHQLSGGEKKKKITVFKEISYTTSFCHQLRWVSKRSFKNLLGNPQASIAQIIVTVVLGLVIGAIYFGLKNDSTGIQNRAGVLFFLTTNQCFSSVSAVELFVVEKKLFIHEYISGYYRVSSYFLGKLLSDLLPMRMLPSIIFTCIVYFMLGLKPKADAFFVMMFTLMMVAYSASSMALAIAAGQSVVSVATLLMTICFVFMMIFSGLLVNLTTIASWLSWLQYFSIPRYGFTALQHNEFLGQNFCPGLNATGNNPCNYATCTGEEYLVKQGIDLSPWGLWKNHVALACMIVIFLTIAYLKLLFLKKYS
#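 Test system: IgMXP3 cells (ABCG2) mixed with DDAO far-red-labelled CCRF-Adr cells (ABCB1). Reagent: JC-1 transporter substrate. Compound dosing: single test compound dose, 6.6 µM final. Times: 10 min compound exposure, 25 °C. Detection: flow cytometry of retained JC-1 fluorescence. Read-out basis: efflux inhibition in percent versus controls. Controls: nicardipine and DMSO wells.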
# Mcl1 Noxa PPI: Mcl-1/Noxa interaction inhibition; Q07820; TR-FRET Mcl-1/Noxa peptide binding, 2 h; inhibition, % at 21.7 µM; 220,000 tested, 1.5% active; AID 1022;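 active means compounds that cut the protein-peptide binding signal by more than 50% relative to plate controls in a single-dose test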;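 further: His-tagged Mcl-1 with rhodamine Noxa BH3 peptide and terbium anti-His antibody; 0% = Mcl-1 plus Noxa peptide wells and 100% = peptide-only wells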
# Bim-Mcl-1: disrupts Bim peptide binding to human Mcl-1 | Q07820 | Bead-based flow cytometry, Bim peptide-Mcl-1 binding | inhibition, % at 10 µM | 190,000 tested, 0.1% active | AID 1009; in the data active means inhibition above about 40%;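 further: 0% = no compound tracer wells and 100% = peptide blocker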
# GSH bead fluor: compound fluoresces at 488/530 nm on GSH beads; GSH beads flow cytometry, compound fluorescence 488/530 nm; active compounds read high; fluorescence (KMESF) at 10 µM; 190,000 tested, 0.25% active; in the data active means fluorescence above about 89;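 further: glutathione beads carrying GST-tagged Bcl family fusion proteins plus one bare bead set; values are compound well signal with DMSO vehicle wells as background; inactives centre near 16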
# ABCB1 block: human ABCB1 inhibition, ABCG2 as counter-screen. P08183. CCRF-Adr cells, JC-1 efflux, flow cytometry. inhibition, % at 6.6 µM. 190,000 tested, 0.067% active; in the data active means inhibition above about 40%;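 further: 0% = vehicle and 100% = reference inhibitor; higher value means more JC-1 retained so stronger ABCB1 efflux block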
# RGS8-Gao reg: modulates binding of RGS8 to human Galphao. AID 1423. response (percent of control binding), % at 10 µM. multiplexed bead flow cytometry; actives lie on both sides. 220,000 tested, 0.34% active; in the data active means response below about 60% or above about 140%; inactive means in between;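 further: Galphao activated as the GDP aluminium fluoride complex binding bead-coupled RGS8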
# * marks the source's active call; other numbers are inactive results; ? = inconclusive; / = no result given; [ ] = another dose, or the depositor's remark.
mol,Avidin bead fluor,RGS7-Gao reg,RGS8-Gao reg,GSH bead fluor,Pf gamet viab,ABCB1 block,Bim-Mcl-1,Mcl1-Bid inh,Mcl1 Noxa PPI,ABCG2 inh,RGS4-Gao reg
CC(C)c1nc(NCCO)c(C#N)c2c1CCCC2,8,?,101,/,-5,/,/,8,-10,/,103
Cc1ccc(S(=O)(=O)N(C)C)cc1NC(=S)Nc1ccc2cn[nH]c2c1,11,?,102,12,4,-0.7,-1,-21,14,-1,103
CCOC(=O)c1c(C2CC2)csc1NC(=O)COC(=O)c1cc(OC)c(OC)cc1[N+](=O)[O-],14,96,100,9,14,2.4,-3,-38,6,41,100
CCOC(=O)C(=Cc1cn(C)c2ccc(S(=O)(=O)N(C)C)cc12)C(=O)OCC,12,104,104,11,-25,0.8,0,-33,15,5,104
CCOC(=O)C1(CC2CC2)CCN(Cc2cnc(N(C)C)s2)CC1,9,93,101,9,17,0.0,-4,-15,9,0,96
CC(N=C1NS(=O)(=O)c2ccccc21)C(=O)N1CCc2ccccc2C1 (stereo unspecified),11,103,102,11,-21,0.8,0,-7,6,4,102
COc1ccccc1CCNS(=O)(=O)c1cn(C)c(=O)n(C)c1=O,7,?,100,/,10,/,/,-7,8,/,100
Cc1cc(C)c2nc(NC(=O)c3cc(C)on3)sc2c1,11,105,102,43,/,0.0,-1,-37,2,11,105
Cc1nc2c(C)cccc2cc1C(=O)N/N=C/c1ccc(C(=O)O)cc1,10,96,101,16,-1,-0.2,1,-20,-6,0,101
O=C(Cn1cnc2ccc(Cl)cc2c1=O)c1cccs1,10,96,99,9,/,0.4,-2,7,26,1,98
Cc1cc(C)cc(NC(=O)NN2C(C)CCCC2C)c1 (stereo unspecified),10,?,100,17,-11,1.1,-1,-20,-1,11,99
O=C(NCc1ccccc1)c1ccc(S(=O)(=O)C(F)F)cc1,32,102,104,17,-24,1.5,1,0,-1,10,103
COCCNC(=S)Nc1ccc2nsnc2c1,13,102,108,8,-23,0.6,-5,-70,22,8,104
O=C(CSc1ccc(-c2ccc(Cl)cc2)nn1)N1CCCc2ccccc21,16,103,100,15,9,0.2,-2,-24,1,0,102
CCOC(=O)/C(=N\Nc1cc(C(F)(F)F)ccc1Cl)N(CC)CC,2,91,86,20,5,0.4,0,-55,4,2,87
C=CCN1C(=O)C(CC(=O)Nc2ccc(OCCC)cc2)N(CCCN2CCN(Cc3ccccc3)CC2)C1=S (stereo unspecified),8,106,104,13,-12,3.0,-2,-25,5,3,106
Cc1noc(C)c1COC(=O)Cc1ccc(Cl)cc1,4,97,100,24,/,0.4,0,-19,6,3,95
O=C(NC1CCCCCC1)c1cc(-c2ccccn2)nc2ccccc12,9,?,98,27,-6,1.6,0,-1,3,6,96
COc1cc(C(=O)Nc2c(C)cc(C)cc2C)c([N+](=O)[O-])cc1OC,4,101,105,5,-9,1.9,-2,-6,-3,15,105
Cc1[nH][nH]c(=O)c1N=Nc1ccc(Cl)cc1,11,99,101,11,9,0.2,-2,-28,-27,3,100
CCc1nnc(NC(=O)c2ccncc2)s1,10,93,93,8,15,0.3,0,-9,13,1,86
O=C(COC(=O)C1(c2ccc(F)cc2)CCCC1)Nc1ncc(C(F)(F)F)cc1Cl,11,97,101,12,5,0.7,-4,-10,10,10,98
O=C(O)Cn1cnc2sc3c(c2c1=O)CCCC3,6,102,102,14,8,1.1,0,-10,17,-2,104
Cc1ccc2c(CC(=O)N3CCN(S(=O)(=O)c4ccc5c(c4)OCCO5)CC3)coc2c1,9,97,100,11,/,-5.1,0,-21,-2,0,96
Fc1ccc(NC(=S)N2CCCC2)cc1Cl,3,105,101,5,9,0.5,-4,-16,9,1,99
CN(C)CC(O)CN1C(=O)N(CN2C(=O)N(CC(O)CN(C)C)C(=O)C2(C)C)C(C)(C)C1=O (stereo unspecified),17,97,99,13,-4,-1.1,-2,-5,-1,5,97
CCC(=O)N1CCc2cc(S(=O)(=O)NCCCN3CCN(Cc4ccccc4)CC3)ccc21,8,94,98,19,/,1.8,0,-4,15,22,97
Oc1ccccc1C(=S)N1CCCCC1,4,98,98,5,/,-0.5,-2,-35,3,-1,96
O=C(O)CCC(=O)Nc1sc2c(c1C(=O)Nc1ccccc1)CCCCC2,10,105,97,11,-2,-0.1,0,-44,15,0,99
COc1ccc(Cn2nnnc2C(c2cccnc2)N2CCN(c3ccc(O)cc3)CC2)cc1 (stereo unspecified),12,94,100,26,/,0.2,0,-17,18,2,103
COc1ccc(N=c2oc3c(OC)cccc3cc2C(=O)NCc2ccco2)cc1OC,4,100,100,22,/,0.2,5,13,23,2,102
COc1ccc(CCNC(=O)CN2C(=O)c3ccccc3S2(=O)=O)cc1OC,7,109,107,34,/,-2.0,-4,4,3,-1,107
CC(C)(C)C(=O)NC(=S)Nc1ccc(C(F)(F)F)cc1,6,?,93,/,7,/,/,-49,-6,/,94
CC12C(=O)N(c3nccs3)C(=O)C1C1C=CC2C1 (stereo unspecified),/,/,/,29,/,-0.3,-3,-5,-9,-1,/
S=c1[nH]nc(-c2cc(-c3ccco3)[nH]n2)n1-c1ccccc1,26,103,93,14,/,-1.1,-2,-54,19,-3,96
O=C(C[n+]1cc(-c2ccc(Cl)cc2)n2c1CCC2)N1c2ccccc2Sc2ccccc21,23,116,104,20,-18,0.0,-2,-15,13,0,108
O=C(O)c1ccc(NS(=O)(=O)c2ccc3c(c2)C(=O)c2cc(S(=O)(=O)Nc4ccc(C(=O)O)cc4)ccc2-3)cc1,19,105,104,16,-6,0.3,-4,-9,14,0,105
COc1cc(-c2nc(S(=O)(=O)c3ccccc3)c(N3CCOCC3)o2)cc(OC)c1OC,1,93,89,42,-39,1.3,5,-2,2,2,92
CC(NS(C)(=O)=O)C(c1cccs1)N1CCN(c2ccccc2F)CC1 (stereo unspecified),7,100,106,34,/,0.2,-11,-11,1,0,103
COc1nc(-c2ccccc2)ccc1-c1noc(-c2ccco2)n1,37,100,101,13,/,0.1,0,-9,23,2,100
CCOC(=O)CC(=O)CSc1nc2ccc(OC)cc2cc1C,11,104,101,25,/,0.5,0,-15,12,8,101
COc1ccc(NC(=O)Nc2nnc(-c3ccccc3F)s2)cc1,14,?,99,16,7,-1.0,-1,-39,9,-6,100
Cc1ccc2c(NC(=O)C3CC3)cccc2n1,3,98,98,18,3,-0.5,0,-31,3,0,100
Cc1oc(-c2ccc3ccccc3c2)nc1CN(C)C(C)c1ccncn1 (stereo unspecified),16,103,99,12,/,0.7,-3,-4,17,7,97
O=C(N/N=C/CCc1ccccc1)c1ccccc1,8,102,101,23,12,0.2,-1,-4,0,1,102
CCOC(=O)c1cc(CC)sc1NC(=O)c1cc(OCC)c(OCC)c(OCC)c1,29,99,100,14,/,0.9,0,-40,11,6,95
CCOc1ccc(-n2cc(C(=O)Nc3ccc(Cl)cn3)c3cc(OC)c(OC)cc3c2=O)cc1,29,97,99,25,-18,2.0,0,6,-10,11,99
COc1cc(C(=O)NNc2nc3cc4c(cc3s2)OCO4)cc(OC)c1OC,32,127,96,17,/,1.2,-5,-19,31,9,161*[activator]
Cc1cccc(OCc2n[nH]c(=S)o2)c1C,11,106,102,13,-5,-0.8,-1,-10,10,0,102
COc1ccc(C(=O)NNC2CC(=O)N(Cc3ccccc3)C2=O)cc1OC (stereo unspecified),11,99,98,11,-3,0.1,-1,0,-2,3,101

# New compounds follow
mol,Avidin bead fluor,RGS7-Gao reg,RGS8-Gao reg,GSH bead fluor,Pf gamet viab,ABCB1 block,Bim-Mcl-1,Mcl1-Bid inh,Mcl1 Noxa PPI,ABCG2 inh,RGS4-Gao reg
O=C(Nc1cccc(C(F)(F)F)c1)Nc1ccc(N2CCCC2)c(S(=O)(=O)Nc2ccccc2Cl)c1,0,101,98,5,-21,-0.8,-1,-9,-5,-3,95
O=C(N/N=C/c1cccc(O)c1)c1ccc(NC(=O)c2cccc([N+](=O)[O-])c2)cc1,10,97,99,17,2,-1.3,0,-3,60*,-3,97
O=C(OCC(=O)c1cccs1)c1cccc(C(=O)OCC(=O)c2cccs2)n1,18,103,95,10,-1,0.8,0,-30,-14,7,86
S=C(NCc1ccc(Cl)cc1)NC12CC3CC(CC(C3)C1)C2,12,94,89,78,/,1.0,0,-69,-3,3,94
S=C1NCCOCCNC(=S)NCCOCCOCCOCCN1,0,102,97,7,7,0.2,-1,-48,-5,-1,97
CC(C)c1[nH]nc2c1C(C1C=CCCC1)C(C#N)=C(N)O2 (stereo unspecified),4,?,101,/,-15,/,/,2,7,/,100
N/C(=N\c1nc2ccccc2o1)NC(=O)c1ccc(Cl)cc1,3,101,101,5,-24,-0.4,0,-2,9,0,104
CCOc1ccc(-n2c(-c3ccccc3)nnc2-c2ccccc2)cc1,5,98,100,22,9,1.1,-10,4,-1,6,99
CCOC(=O)CN(C(=O)CSc1nnc(CNc2ccc(F)cc2)n1CC)c1ccc(F)cc1,35,101,100,11,/,0.3,-1,-10,4,2,97
Cc1cc(C)nc(SCc2ccccc2C#N)n1,7,103,98,27,/,1.8,0,-7,9,17,101
CCN(CC)S(=O)(=O)c1cccc(C(=O)N/N=C/c2ccc(OC)c(O)c2)c1,2,99,109,4,-11,-0.4,0,-6,21,0,106
Cc1ccc(N(CC(O)CN2CCOCC2)S(=O)(=O)c2ccc3ccccc3c2)cc1 (stereo unspecified),13,100,98,67,10,0.8,-1,-2,2,0,98
Cc1c(C(=O)N2CCN(C)CC2)oc2c1C(=O)CC(C)(C)C2,14,92,94,33,/,0.8,-1,-26,14,1,95
CCOC(=O)CSc1nc2c(c(=O)[nH]c(=O)n2C)n1CCCc1ccccc1,8,97,102,17,-4,1.2,-4,-1,16,6,99
CC(NC(=S)NCCCN1CCOCC1)C1CC2CCC1C2 (stereo unspecified),25,103,101,19,-22,0.0,-1,-34,6,0,108
S=C(NCCc1ccccc1)N1CCn2cccc2C1c1cccnc1 (stereo unspecified),23,100,101,18,4,1.3,0,-42,14,4,101
Cc1ccc2ccc(S(=O)(=O)n3nc(C)cc3C)cc2c1,54*,120,103,27,7,2.2,-4,-35,-11,14,108
CCC(Sc1nnnn1C)C(=O)Nc1ccc(C(C)=O)cc1 (stereo unspecified),12,101,102,27,/,1.2,-8,-11,16,11,99
C=CCn1c(NC)cc(=O)n(C)c1=O,12,98,98,32,/,0.5,-5,-6,13,2,99
